# Compound activity from PubChem BioAssay.
# HCV inh – qHTS Assay for Inhibitors of Hepatitis C Virus (HCV); actives 3.4% (n = 340,000); AID 651820, 2012; Huh7.5.1 HCVcc-Cre infection, luciferase reporter, 44 h; Potency, µM (series often up to 41.8 µM), without a hit: at the highest dose activity change, negative = inhibition, hits mostly inhibitors; also: potency is read from the fitted curve at half-maximal effect; % is scaled to controls: 0 for no effect and ±100 for the full control effect
#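 Reporter virus HCVcc-Cre (~0.5 moi) infects cells exposed to compound; seeding density 1,000 cells/well with 4 h settling beforehand. Luminescence, 15 sec read, taken 44 h post-infection following a 15 min RT substrate incubation.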
# Pf growth 96h – Primary qHTS for delayed death inhibitors of the malarial parasite plastid, 96 hour incubation; P. falciparum luciferase reporter growth, 96 h; Potency, µM (top dose mostly 28.7 µM), for the others: at the highest dose activity change, negative = inhibition, hits mostly inhibitors; actives 6.9% (n = 320,000); AID 504834, 2011; also: potency is read from the fitted curve at half-maximal effect; % is scaled to controls: 0 for no effect and ±100 for the full control effect
#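 Two parasite generations (96 h, 37 C, 5% CO2) of compound exposure in infected erythrocytes (0.05% parasitemia, 2% hematocrit). Luciferase-reporter P. falciparum; decreased luminescence indicates inhibited growth, aimed at apicoplast-acting delayed death.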
# TbPYK inhibitor – qHTS of Trypanosoma Brucei Inhibitors | pyruvate kinase (Trypanosoma brucei), Q57TT1 | TbPYK enzyme, Kinase-Glo Plus ATP luminescence, 45 min | Potency, µM (highest dose often 76.8 µM), without a hit: top-dose activity, negative = inhibition, most hits filed as inhibitors | actives 0.12% (n = 410,000); also: potency is read from the fitted curve at half-maximal effect; % is scaled to controls: 0 for no effect and ±100 for the full control effect; nearly all actives have a fitted effect of over 50% in size
#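 Glycolytic pyruvate kinase of T. brucei was incubated with substrate, test compound and 130 uM ADP for 45 minutes at room temperature. Luminescent Kinase-Glo Plus signal was measured after 10 minutes.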
# Cycloheximide cs – Cycloheximide Counterscreen for Small Molecule Inhibitors of Shiga Toxin. cell reporter, cycloheximide protein synthesis inhibition counterscreen. max response, %. actives 12% (n = 300,000); in the data active = max response mostly above about 13%, no sharp cut-off; inactive = mostly below about 14%; also: read at 38.3 µM for the half of the compounds with a filed dose; 0% is about no effect
# LmPK inhibitor – qHTS Assay for Inhibitors of Leishmania Mexicana Pyruvate Kinase (LmPK); Q27686; purified LmPK, Kinase-Glo ATP luminescence, 1 h; Potency, µM (titrated, usually from 57.5 µM), for the others: at the top dose activity change, negative = inhibition, actives largely listed as inhibitors; actives 0.37% (n = 290,000); also: potency is read from the fitted curve at half-maximal effect; % is scaled to controls: 0 for no effect and ±100 for the full control effect
# Target sequence (Q27686 whole entry, looked up): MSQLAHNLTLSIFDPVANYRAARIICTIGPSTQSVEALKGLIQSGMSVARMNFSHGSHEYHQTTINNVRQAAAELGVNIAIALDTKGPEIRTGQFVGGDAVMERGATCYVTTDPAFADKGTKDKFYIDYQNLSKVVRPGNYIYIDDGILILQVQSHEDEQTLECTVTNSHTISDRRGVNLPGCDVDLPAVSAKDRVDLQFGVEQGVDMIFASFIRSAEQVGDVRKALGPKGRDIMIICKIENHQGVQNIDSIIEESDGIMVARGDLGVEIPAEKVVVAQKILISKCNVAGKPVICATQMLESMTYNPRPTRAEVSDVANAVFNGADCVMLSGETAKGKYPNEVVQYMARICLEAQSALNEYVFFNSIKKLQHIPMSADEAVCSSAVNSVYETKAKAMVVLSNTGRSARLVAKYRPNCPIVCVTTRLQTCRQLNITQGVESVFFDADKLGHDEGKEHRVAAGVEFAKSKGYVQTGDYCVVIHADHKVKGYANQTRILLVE
#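 Purified LmPK (0.1 nM) converted ADP (0.1 mM) to ATP with PEP (0.5 mM) in imidazole buffer pH 7.2 with KCl and MgCl2, 1 h at room temperature. ATP was read by Kinase-Glo luminescence; data normalized to uninhibited and no-enzyme controls.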
# Shiga inhibitor – A qHTS for Small Molecule Inhibitors of Shiga Toxin; Vero cells, Shiga toxin protein synthesis inhibition reporter; inhibition, % at 38.7 µM; actives 9.2% (n = 290,000); AID 2315, 2010; in the data active = inhibition mostly above about 28%, no sharp cut-off; inactive = mostly below about 43%; also: 0% is about no effect
# Pf growth 48h – Primary qHTS for delayed death inhibitors of the malarial parasite plastid, 48 hour incubation; Potency, µM (titrated, usually from 28.7 µM), inactives show top-dose activity change, negative = inhibition, hits mostly inhibitors; P. falciparum luciferase growth in erythrocytes, 48 h; actives 5.9% (n = 310,000); also: potency is read from the fitted curve at half-maximal effect; % is scaled to controls: 0 for no effect and ±100 for the full control effect
#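 Luciferase-expressing parasites in RBCs, 2% Hct / 0.1% parasitemia final; RPMI 1640 + 0.5% Albumax; 37 C, 5% CO2, one generation; luminescence read-out, lower signal = inhibition.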
# An asterisk follows results filed as active; u = inconclusive; x = not tested or not shown; & = joins results of further samples; [ ] = remark or other dose. Unless noted, calls follow the shape of the dose curve; as a rule, active = well fitted curve in the direction sought with a large enough effect; inconclusive = small, poorly fitted or top-dose-only effect, or another doubt; inactive = no such curve, though single readings can be large; an effect the other way counts as inactive or inconclusive.
SMILES,HCV inh,Pf growth 96h,TbPYK inhibitor,Cycloheximide cs,LmPK inhibitor,Shiga inhibitor,Pf growth 48h
CCOC(=O)c1cccc(NC(=O)Cn2c(CC(=O)NC)nc3ccccc32)c1,4%,u,-3%,-1,4%,28,7%
NC(=O)C1CCN(c2ccc(S(=O)(=O)N3CCC(Cc4ccccc4)CC3)cn2)CC1,u,-3%,-5%,-1,3%,-17,31%[activator]
O=C(CNC(=O)Cc1ccccc1)NCC(=O)N1CCCCC1,8%,40%[activator],-3%,1,-11%,-30,12%
Clc1ccc(-c2cc(CSc3ccccc3)on2)cc1,-1%,214%[activator],-1%,51*,3%,132*,229%[activator]
C=CCn1c(SCc2ccc(F)cc2)nnc1-c1sc2nc(C)cc(C)c2c1N,-3%,u,-13%,-1,3%,-2,12%
O=S(=O)(c1cccs1)N1CCN(C/C=C/c2ccccc2)CC1,0%,13%,1%,1,-2%,10,13%
O=C(/C=C/c1cccc(Br)c1)OCC(=O)N1CCN(c2ccccc2)CC1,-15%,-14%,-5%,x,x,x,6%
CC(C(=O)Nc1ccc(C(N)=O)cc1)N1C(=O)c2ccccc2S1(=O)=O (configuration not stated),-2%,78%[activator],4%,x,x,x,u
Cc1nn(C(C)C(=O)NNC(=S)Nc2ccc(Cl)cc2)c(C)c1[N+](=O)[O-] (configuration not stated),5%,x,-9%,-3,8%,-10,-3%
COc1ccc(/C=C(\NC(=O)c2ccc(OC)c(OC)c2)C(=O)NCCc2c[nH]c3ccccc23)cc1,-15%,u,-4%,-2,-1%,-14,u
CCOc1ccc2cc(C#N)c(SCC(=O)NC(C)CC)nc2c1 (configuration not stated),x,7.4µM*,x,-2,4%,-22,3%
Cc1nc(SC2C=CS(=O)(=O)C2)n[nH]1 (configuration not stated),7%,4%,0%,-5,4%,-7,x
CCNC(=S)N/N=C/c1ccc(OCc2ccc(C(=O)OC)cc2)cc1,0%,26%,2%,-2,-4%,-3,22%
Fc1ccccc1CSc1nnc(-c2cnccn2)n1Cc1ccco1,8%,x,-20%,16,2%,24,u
CC(C)(C)c1cnnn1-c1ccc(NC(=O)c2ccc(Br)o2)cc1,2%,261%[activator],-2%,-2,-7%,-25,10µM*
O=C(OCc1cn(-c2ccc(Cl)cc2)nn1)c1ccccc1,-12%,63%[activator],0%,1,-3%,18,6%
COc1cccc(NC(=O)c2ccccc2OCc2c(C)noc2C)c1,u,u,4%,x,x,x,u
CCC(C)[C@H](NC(=O)N1CCC(C)CC1)C(=O)OC (some centres not stated),-6%,-3%,-3%,-2,-2%,1,-5%
c1cc2c(cc1C1=NNC(=NC3CC3)SC1)OCCO2,-16%,-44%,u,-8,11µM*,-20,-57%
CC(CCc1ccccc1)NC(=O)CSc1cccc[n+]1[O-] (configuration not stated),11%,6%,-14%,9,1%,-17,2%
CC(C)c1ccc(Nc2c([N+](=O)[O-])c(=O)n(C)c3ccccc23)cc1,-27%,u,-4%,-2,1%,-14,u
O=C(NCc1ccco1)c1ccc(Cl)s1,2%,u,-6%,7,7%,4,-3%
Cc1cc(C(=O)N2CCN(Cc3ccccc3)CC2)on1,6%,33%[activator],-1%,-8,10%,-13,x
CCCN1C(=O)c2ccccc2NC1c1ccc(OC)cc1O (configuration not stated),11%,x,-2%,-2,5%,-5,u

# The final seven entries of the section above are carried over, then new ones follow.
SMILES,HCV inh,Pf growth 96h,TbPYK inhibitor,Cycloheximide cs,LmPK inhibitor,Shiga inhibitor,Pf growth 48h
CCC(C)[C@H](NC(=O)N1CCC(C)CC1)C(=O)OC (some centres not stated),-6%,-3%,-3%,-2,-2%,1,-5%
c1cc2c(cc1C1=NNC(=NC3CC3)SC1)OCCO2,-16%,-44%,u,-8,11µM*,-20,-57%
CC(CCc1ccccc1)NC(=O)CSc1cccc[n+]1[O-] (configuration not stated),11%,6%,-14%,9,1%,-17,2%
CC(C)c1ccc(Nc2c([N+](=O)[O-])c(=O)n(C)c3ccccc23)cc1,-27%,u,-4%,-2,1%,-14,u
O=C(NCc1ccco1)c1ccc(Cl)s1,2%,u,-6%,7,7%,4,-3%
Cc1cc(C(=O)N2CCN(Cc3ccccc3)CC2)on1,6%,33%[activator],-1%,-8,10%,-13,x
CCCN1C(=O)c2ccccc2NC1c1ccc(OC)cc1O (configuration not stated),11%,x,-2%,-2,5%,-5,u
CCCCCn1c(=O)[nH]c2cc(C(=O)N3CCN(Cc4ccc5c(c4)OCO5)CC3)ccc2c1=O,2.8µM*,-4%,-1%,-4,6%,-22,-1%
O=c1[nH]c(/C=C/c2ccccc2Cl)nc2ccccc12,-18%,u,2%,40*,-10%,106*,x
CN(c1ccccc1)S(=O)(=O)c1ccc(Cl)c(C(=O)OCC(=O)NC2CCS(=O)(=O)C2)c1 (configuration not stated),-5%,0%,7%,-7,1%,20,-2%
N#CC1=C2SCN(c3ccc(F)cc3)CN2C(=O)CC1c1cccc(F)c1 (configuration not stated),-1%,u,u,4,2%,-15,x
COc1ccc([C@H]2CC(=O)C=C(c3ccc4c(c3)OCCO4)C2)cc1,3%,37%[activator],1%,x,x,x,41%[activator]
Cn1c(SCC(=O)N/N=C/C=C\c2ccco2)nc2ccccc21,-26%,u,-22%,1,16%,-7,u
Nn1c(SCc2ccccc2F)nnc1-c1ccccn1,21%,116%[activator],0%,33*,1%,135*,132%[activator]
O=C(NC(=O)c1ccccc1F)Nc1nc(-c2cccs2)cc(C(F)(F)F)n1,u,38%[activator],2%,-3,0%,-13,-2%
OC1(C#CCCN2CCCCC2)c2ccccc2-c2ccccc21,5%,6%,-8%,-3,6%,-17,u
Cc1cccc(-c2nc(Nc3cccc(O)c3)c3ccccc3n2)c1,u,u,-1%,2,-1%,2,x
O=C(NCc1ccc2c(c1)OCO2)c1sccc1Br,-18%,23%,2%,16*,3%,8,14%
COCC(=O)Nc1nnc(SCC(=O)N2CCCCC2)s1,13%,u,-7%,-5,0%,-6,0%
Cn1c(=O)n(C)c2cc(NC(=O)CCc3ccccc3)c(Br)cc21,-19%,u,5%,-3,-4%,6,-17%
COc1ccc(NC(=O)CN2CCC3(O)CCCCC3C2c2ccccc2OC)cc1 (configuration not stated),x,-1%,x,2,4%,33,u
O=c1c(-c2ccnn2-c2cccc(Cl)c2)cnc2n1CCS2,0%,x,1%,11,0%,-16,-6%
CCOC(=O)N1CCC(NC(=O)c2cc(S(=O)(=O)N3CCOCC3)ccc2F)CC1,16%,60%[activator],-5%,-2,3%,10,-17%
CC(=O)N1N=C(c2ccc(Br)cc2)OC12CCCC2,-18%,u,2%,1,4%,-7,u
CC(C)C(NC(=O)c1ccc(C(C)(C)C)cc1)C(=O)NCc1ccccn1 (configuration not stated),u,-5%,1%,x,x,x,u
Cn1c(SCc2nc3ccccc3n2CCO)nc2ccccc21,10%,u,11%,-5,0%,-11,-8%
O=C(C1=C(O)C(=O)N(Cc2ccco2)C1c1cccs1)c1cccs1 (configuration not stated),7%,0%,-5%,10,0%,-26,2%
CCOc1cccc2sc(=NC(=O)c3ccco3)n(CC(=O)OC)c12,11µM*,-28%,1%,37*,-4%,68*,u
O=C(Nc1ccccc1)NC1(C(=O)NCc2cccs2)CCCCC1,-5%,13%,3%,-1,-1%,9,3%
N#Cc1c(-c2ccco2)nc(SCc2ccc(F)cc2)[nH]c1=O,-8%,x,-5%,-1,3%,-10,-5%
COc1ccc(NS(=O)(=O)c2cccc(C(=O)NNC(=O)c3ccccc3OC)c2)cc1,19%,11%,-7%,x,x,x,-4%

# A portion from further up, as a working copy:
SMILES,HCV inh,Pf growth 96h,TbPYK inhibitor,Cycloheximide cs,LmPK inhibitor,Shiga inhibitor,Pf growth 48h
COc1ccc(NC(=O)CN2CCC3(O)CCCCC3C2c2ccccc2OC)cc1 (configuration not stated),x,-1%,x,2,4%,33,u
O=c1c(-c2ccnn2-c2cccc(Cl)c2)cnc2n1CCS2,0%,x,1%,11,0%,-16,-6%
CCOC(=O)N1CCC(NC(=O)c2cc(S(=O)(=O)N3CCOCC3)ccc2F)CC1,16%,60%[activator],-5%,-2,3%,10,-17%
CC(=O)N1N=C(c2ccc(Br)cc2)OC12CCCC2,-18%,u,2%,1,4%,-7,u

# The listing continues.
SMILES,HCV inh,Pf growth 96h,TbPYK inhibitor,Cycloheximide cs,LmPK inhibitor,Shiga inhibitor,Pf growth 48h
COc1cc(C(=O)NCC(=O)N2CC=C(c3ccccc3)CC2)cc(OC)c1OC,u,-8%,-7%,x,x,x,-16%
COc1ccc(C(=O)Nc2ccccc2C(=O)Nc2cc(C)ccn2)cc1,u,-23%,-8%,41*,10%,x,113%[activator]
CCOc1cccc2sc(N(CCN(C)C)C(=O)/C=C/c3cccs3)nc12,32µM*,u,1%,-4,3%,-4,u
Cc1nn(Cc2ccccc2)c(C)c1C(=O)N1CCN(CC(=O)Nc2ccccc2Cl)CC1,-5%,13µM*,4%,x,x,x,u
O=C(O)c1ccn(COc2ccc(Br)cc2)n1,5%,-7%,-1%,14,6%,37,10%
Cc1[nH]c(=O)[nH]c(=O)c1S(=O)(=O)N1CCCC(C(=O)N2CCC(Cc3ccccc3)CC2)C1 (configuration not stated),13%,-19%,4%,-3,8%,-5,-5%
Cc1ccc(CNC(=O)C(=O)NCC2OCCN2S(=O)(=O)c2cccs2)cc1 (configuration not stated),8%,4%,-1%,1,4%,-8,10%
CC(C)n1c(C(=O)OCC(=O)NCc2ccc3c(c2)OCO3)cc2occc21,-6%,-23%[5.75 µM],-8%,-1,-4%,-22,0%
COc1ccc(CNC(=O)C2CC(C)=C(C)CC2C(=O)O)cc1OC (configuration not stated),7%,u,1%,-1,-1%,-6,6%
Cc1ccc(-c2cc(N)n3nc(-c4ccc(C)cc4)cc3n2)cc1,-15%,49%[activator],4%&-12%,-1,-2%,19,39%[activator]
CC(C)(C)NC(=S)N1CCC(C(=O)c2ccc(Cl)cc2)CC1,u,3.3µM*,-5%,1,2%,x,-14%
Cc1ccc(C(=O)Nc2ccsc2C(=O)O)cc1,2%,212%[activator],-1%,39*,-13%,52*,103%[activator]
CS(=O)(=O)N(CC(=O)NC1CC1)c1cccc(F)c1,23%,x,3%,-1,2%,4,3%
CN(C(=O)CSc1nnc(-c2cccs2)o1)C1CCS(=O)(=O)C1 (configuration not stated),10%,19%,-11%,-2,5%,3,12%

# 2 entries from above, with each value named.
structure: CC(C(=O)Nc1ccc(C(N)=O)cc1)N1C(=O)c2ccccc2S1(=O)=O (configuration not stated)
  HCV inh = -2% | Pf growth 96h = 78%[activator] | TbPYK inhibitor = 4% | Cycloheximide cs = x | LmPK inhibitor = x | Shiga inhibitor = x | Pf growth 48h = u
structure: Cc1nn(C(C)C(=O)NNC(=S)Nc2ccc(Cl)cc2)c(C)c1[N+](=O)[O-] (configuration not stated)
  HCV inh = 5% | Pf growth 96h = x | TbPYK inhibitor = -9% | Cycloheximide cs = -3 | LmPK inhibitor = 8% | Shiga inhibitor = -10 | Pf growth 48h = -3%
